# AID2073: inhibitors of Mint1-CaV2.2 protein interaction, biochemical, HTRF (AID 2073); HTRF protein-protein interaction, Mint1-CaV2.2; higher % means a stronger effect; inhibition, % at 20 µM; hits with a dose series show IC50 in µM; actives 0.19% (n = 290,000); in the data active = inhibition mostly above about 51%, no sharp cut-off; inconclusive = no clear call, values can overlap the other calls; inactive = mostly below about 53%; note: some results filed as inactive read as strong as hits
# HIV peptide binding: inhibitors of HIV fusion peptide binding, primary screen, biochemical, uHTS, fluorescence dequenching (AID 1986) | actives 0.3% (n = 290,000) | cell-free peptide binding, fluorescence dequenching, 30 min; higher % means a stronger effect | inhibition, % at 20 µM; hits with a dose series show IC50 in µM; in the data active = inhibition mostly above about 52%, no sharp cut-off; inactive = mostly below about 76%; note: some results filed as inactive read as strong as hits
# * marks the source's active call; other numbers are inactive results; ? = inconclusive. A portion of the library; rates above refer to the full screens.
canonical_smiles	AID2073	HIV peptide binding
CC(=O)NC(Cc1cccc(F)c1)C(=O)NC1CCN(C(=O)Nc2ccc(C)cc2)CC1 (centres undefined)	3%	-1.3%
CC(C)CC1Nc2ccc(C(=O)NCCCN3CCOCC3)cc2NC1=O (centres undefined)	3%	-0.4%
O=C(O)c1ccc(N/N=C/c2ccc(-c3ccc(Br)cc3)o2)cc1	20%	58%
O=C(CCC(=O)n1ncc2ccccc21)NCc1ccc(F)cc1	7%	-1.7%
Cn1ncc(Br)c1C(=O)N1CCCCCC1	46%	0.2%
CC(NC(=O)c1ccccc1F)c1nnc(SCC(=O)Nc2nccs2)n1C (centres undefined)	1%	2.3%
COCc1nnc(NS(=O)(=O)c2ccc(F)cc2)s1	-3%	0.1%
CCOC(=O)C1=C(c2ccccc2)NC(=O)NC1c1cc(OC)c(OC)cc1OC (centres undefined)	14%	0.6%
CC(C)(C)OC(=O)N1CCN(C(=O)c2[nH]cnc2C(=O)NCC(=O)OCc2ccccc2)CC1	-5%	0.9%
CCC(C)N(C(=O)c1csnn1)C(C(=O)NC1CCCC1)c1ccc(F)cc1 (centres undefined)	-4%	-2.6%
CCOC(=O)N1CCN(C(=O)/C(=C/c2ccc(F)cc2)NC(=O)c2ccccc2)CC1	10%	-0.3%
COc1ccc(C)cc1NC(=O)CN(C)S(=O)(=O)c1ccc2c(c1)CC(C)N2C(C)=O (centres undefined)	-6%	-2.3%
O=[N+]([O-])c1ccc(O)c(C=Nc2cccc3ccccc23)c1	-35%	1.9%
CCOc1ccc2[nH]c(C(=O)N/N=C/c3ccc(OC)cc3)cc2c1	8%	-0.8%
Cc1ccc(NC(=O)CCn2c(=O)c3cccn3c3ccccc32)cc1C	-1%	2.3%
O=C(NC1CCCN(Cc2ccc(Cl)cc2)C1)c1cccc(N2CCCC2=O)c1 (centres undefined)	-1%	-0.8%
Cc1cc(C)cc(NC(=O)CN2CCC(C(=O)c3ccccc3)CC2)c1	9%	1.4%
COc1ccc(CCOC(=O)CNC(=O)c2ccc(Cl)cc2Cl)cc1	-1%	-0.7%
Cc1ccc(C)c(Cn2ncc3ccccc32)c1	22%	-1.1%
O=C(CCCc1c[nH]c2ccccc12)NCc1ccccc1C(F)(F)F	8%	1.3%
NC(=O)c1ccc(NC(=O)CSc2nnc(-c3cccnc3)n2Cc2ccco2)cc1	4%	1.4%
CC1CN(C(=O)CCC(=O)NC2CCCCC2)c2ccccc2S1 (centres undefined)	-4%	0.6%
CC(C)CCC(=O)N1CCC(N2CCC(C(=O)NCc3ccccn3)CC2)CC1	11%	4.4%
CCCCOc1cccc(C(=O)Nc2ccccc2N2CCCC2)c1	-2%	2.1%
COC(=O)c1sccc1S(=O)(=O)NCc1ccc(S(N)(=O)=O)cc1	1%	1.0%
CC(=O)c1ccc(N(CC(=O)NC2CCCCC2)C(=O)CNC(=O)c2ccco2)cc1	-1%	1.3%
O=C(CSc1ccccc1C(=O)O)c1ccc(Cl)cc1	2%	-1.9%
CC(C)Oc1cccc(C(=O)C2CCCN(C(=O)c3cc(C4CC4)[nH]n3)C2)c1 (centres undefined)	18%	0.9%
Cc1ccc(N(C(=O)c2csnn2)C(C(=O)NC2CCCC2)c2ccccn2)cc1 (centres undefined)	-3%	-0.3%
Cc1ccc(NC(=O)CN2C(=O)CSc3ccc(S(=O)(=O)N4CCCCC4)cc32)cc1	11%	-0.5%
CCn1c(Cc2ccc(OC)cc2)nc2ccccc21	10%	0.1%
CCn1ccc(C(=O)N2CCN(c3ncccn3)CC2)n1	4%	0.7%
CC(=O)Nc1ccc(S(=O)(=O)NCCC(=O)Nc2ccc(C)cn2)cc1	-4%	0.5%
Cc1nnc(NC(=O)C(C)Sc2nnc(-c3ccco3)n2C(C)C)s1 (centres undefined)	6%	-1.2%
CCOC(=O)N1CCN(C(=O)C2CCCN(c3ncnc4c3nc3n4CCCCC3)C2)CC1 (centres undefined)	-3%	-1.3%
Nc1nonc1-n1nnc(C(=O)N/N=C/c2ccc(OCc3ccccc3)cc2)c1CN1CCCCC1	10%	1.3%
CC(C)c1ccc(CNNC(=O)c2ccccc2)cc1	6%	0.5%
Cc1oc(-c2cccc(Cl)c2)nc1CS(=O)(=O)CC(=O)NCCN1CCCC1	9%	0.1%
CN1CN(C)c2ccc([N+](=O)[O-])c3cccc1c23	-14%	-3.2%
O=C(NCc1ccco1)c1ccc(CS(=O)Cc2cccc(Cl)c2)o1 (centres undefined)	-8%	-0.1%
CCOc1ccc(NS(=O)(=O)c2ccc3[nH]c(=O)[nH]c3c2)cc1	16%	-1.4%
O=C(CC(C(=O)O)c1cccc(Cl)c1)c1ccccc1 (centres undefined)	16%	3.0%
Cc1ccc(CNC(=O)CN(c2ccc(C)cc2)S(=O)(=O)c2c(C)nn(C)c2C)cc1	-5%	-0.2%
COc1ccc(OC)c2c1cc(C(=O)N[C@H](C(=O)N1CCC[C@H]1C(=O)O)C(C)C)n2C	7%	0.6%
COc1ccc(NC(=O)CN(C)C(=O)Cc2ccsc2)cc1	3%	-0.4%

# Continued; the last three above are carried over.
canonical_smiles	AID2073	HIV peptide binding
Cc1ccc(CNC(=O)CN(c2ccc(C)cc2)S(=O)(=O)c2c(C)nn(C)c2C)cc1	-5%	-0.2%
COc1ccc(OC)c2c1cc(C(=O)N[C@H](C(=O)N1CCC[C@H]1C(=O)O)C(C)C)n2C	7%	0.6%
COc1ccc(NC(=O)CN(C)C(=O)Cc2ccsc2)cc1	3%	-0.4%
O=C(NCc1ccccc1)C1CCCC1	11%	-0.3%
CC1CCCN(CCCNC(=O)c2ccc3c(c2)N(Cc2ccccc2F)C(=O)c2ccccc2S3(=O)=O)C1 (centres undefined)	?	-0.1%
O=C(c1cccc(OC2CCN(Cc3cc(F)cc(F)c3)CC2)c1)N1CCCC1	20%	0.4%
COc1ccc(NC(=O)CCS(=O)(=O)c2ccc3c(c2)CCN3C(C)=O)cc1	2%	-0.9%
CCC(NC(=O)c1cc(COc2cc(C)c(Cl)c(C)c2)on1)c1ccncc1 (centres undefined)	25%	-0.5%
COc1cc2c(cc1OC)CN(C(=O)CNS(=O)(=O)c1ccc(C)c(C)c1)CC2	4%	0.7%
COCCCN1C(=O)N(c2ccc(F)cc2)C(=O)C1CC(=O)Nc1ccc(OC)cc1 (centres undefined)	5%	-0.9%
CC(C)N(CCCNC(=O)Cn1c(=O)c2cccn2c2ccccc21)Cc1ccccc1	4%	1.1%
COc1ccccc1N1CCN(C(=O)CNS(=O)(=O)c2ccc(Br)s2)CC1	-13%	-0.2%
CN(C)C1(CNC(=O)CC(NC(=O)c2ccccc2Cl)c2ccccc2)CCCCC1 (centres undefined)	16%	-0.5%
O=C(Nc1ccc(S(=O)(=O)Nc2ncccn2)cc1)c1ccccc1Br	5%	4.7%
Cc1csc(CN(C)C(=O)C2CCC(=O)N(CCN(C)C)C2)n1 (centres undefined)	16%	-1.4%
O=C(O)CCC(=O)N1N=C(c2ccccc2)CC1c1ccc(Br)cc1 (centres undefined)	7%	1.2%
O=[N+]([O-])c1ccc(NC(=S)N2CCN(c3ccccn3)CC2)cc1	-22%	0.2%
O=C(O)C1Cc2ccccc2CN1C(=O)c1ccco1 (centres undefined)	13%	4.9%
CCN(CC)c1nc2c(c(=O)n(C)c(=O)n2C)n1CCCc1ccccc1	1%	-0.5%
O=C(c1ccc(Cl)c(S(=O)(=O)N2CCCCC2)c1)N1CCN(c2ccccc2)CC1	1%	-0.7%
CC(=O)C1=C(C)Nc2ncnn2C1c1ccc(O)cc1 (centres undefined)	16%	-0.7%
COc1cccc(OC)c1OCCN1CCN(C(c2ccccc2)c2ccccc2)CC1	0%	-1.7%
CN(CC1CCOCC1)C(=O)CC1C(=O)NCCN1Cc1cccc(C(F)(F)F)c1 (centres undefined)	7%	0.6%
CCC(C)[C@H](NC(=O)[C@@H]1CSC2c3ccccc3C(=O)N21)C(=O)NC1CCCC1 (some centres undefined)	2%	2.5%
COc1ccc(C(c2c(C)n(C)n(-c3ccccc3)c2=O)c2c(C)n(C)n(-c3ccccc3)c2=O)cc1OC	9%	-2.3%
Cn1c(=S)[nH]c2sc3c(c2c1=O)CCC(C(C)(C)C)C3 (centres undefined)	-21%	-0.6%
O=C(CN1CCN(S(=O)(=O)N2CCOCC2)CC1)Nc1cc(Cl)ccc1Cl	8%	-0.1%
CCOc1cc(/C=N/NC(=O)c2cc3c(ccc4ccccc43)o2)ccc1O	32%	-0.5%
CCOC(=O)c1ccc(N2CCOCC2)c(NC(=O)c2nccnc2C(=O)O)c1	95%	1.0%
COc1ccc(S(=O)(=O)N(C)CC(=O)NCCN2CCOCC2)cc1	0%	-1.0%
N/C(=N\OC(=O)CC1CCCCC1)c1ccc(Cl)cc1	7%	0.3%
Cc1ccsc1C(=O)N1CCCC(N2CCN(c3cccc(Cl)c3)CC2)C1 (centres undefined)	-3%	0.4%
COc1ccc(S(N)(=O)=O)cc1C(=O)OCCCOC(=O)c1cc(S(N)(=O)=O)ccc1OC	5%	-0.7%
Cc1cc(Cl)cc(C)c1OCCOCCNCc1ccccc1	6%	-0.8%
COC(=O)c1ccc(COC(=O)c2cnc(Cl)c(Cl)c2)cc1	-4%	-0.6%
Cc1cccc(N=Nc2c(N)n[nH]c2N)c1	-5%	-2.8%
COc1cccc(NC(=O)C(C)N2C(=O)c3ccccc3C2=O)c1 (centres undefined)	2%	-0.1%
O=C(Nc1ccccc1N1CCN(C(=O)c2ccc(Cl)cc2)CC1)c1cccc(F)c1	0%	2.0%
COc1cc2c(cc1OC)C(c1cccc(Br)c1)CC(=O)N2 (centres undefined)	4%	0.7%
O=C(NCc1ccccc1F)C1CCCN1S(=O)(=O)c1ccc(F)cc1 (centres undefined)	14%	0.8%
O=C(N/N=C/c1ccco1)c1cccc(NC(=O)c2cccc(Cl)c2)c1	3%	-1.5%
CSc1ccc(/C=C(\NC(=O)c2ccccc2)C(=O)NCCN2CCOCC2)cc1	-2%	-2.2%
COc1ccc(C(=O)NCC(=O)N/N=C/c2c(C)[nH]c3ccccc23)cc1	26%	-0.2%
COc1ccc(CCN(C)C(=O)c2cc(-c3ccccc3)nc3ccc(C)cc23)cc1OC	2%	-0.3%
Cc1cc(=O)oc2c(C)c(OC(C)C(=O)N3CC[C@@]4(O)CCCC[C@H]4C3)ccc12 (some centres undefined)	11%	-1.2%
N#Cc1ccccc1CN1C(=O)c2ccccc2S1(=O)=O	-4%	-0.4%
O=C(Oc1cccc(/C=N/NC(=O)c2ccccn2)c1)c1ccc([N+](=O)[O-])cc1	-4%	0.6%
CCOc1ccccc1NC(=O)CSc1nnc(CCC(=O)Nc2ccccc2F)n1C	10%	-1.0%
COc1ccccc1CN1CCN(C(=O)c2ccco2)CC1	12%	-0.2%
Cc1cc(C)c2c(c1)c1nnc(SCCN3CCOCC3)nc1n2C	-9%	0.8%
Cc1nc(NC(=O)c2cc3ccccc3o2)sc1C	0%	-0.5%
Cc1cccc(C)c1NC(=O)C(Cl)C(=O)c1ccccc1 (centres undefined)	38%	0.4%
Cc1cnc(NC(=O)c2cccs2)s1	11%	-1.1%
COc1ccc(CNS(=O)(=O)c2cc(Br)cc3c2N(C(C)=O)C(C)C3)cc1 (centres undefined)	5%	-0.3%
CC1(C(=O)N(CC(=O)NC2CCCC2)Cc2ccccc2)CC(=O)N=C2C=CC=CN21 (centres undefined)	17%	0.7%
O=S(=O)(NCC1CCCO1)c1ccc(Cl)cc1 (centres undefined)	-2%	0.0%
O=C(Nc1nnc(-c2ccc(F)cc2)o1)c1ccc(S(=O)(=O)N2CCOCC2)cc1	13%	4.3%
COc1ccc(NS(=O)(=O)c2cc3c4c(c2)C(C)C(=O)N4CCC3)cc1 (centres undefined)	0%	-1.0%
CCc1ccc2[nH]c3nc(N/N=C/c4cccc(O)c4)nnc3c2c1	48%	-3.4%
CC(C)CNC(=S)N1CCC(C(=O)c2ccc(F)cc2)CC1	-22%	0.6%
O=C(c1ccncc1)N1CCCC(N2CCN(c3cccc(C(F)(F)F)c3)CC2)C1 (centres undefined)	5%	0.8%
CCc1ccc2c(c1)C(=O)C(=O)N2CCS(=O)(=O)c1ccccc1	4%	-0.1%
CC(=O)c1ccc(OCc2cc(C(=O)N3CC4C[C@@H]5CC3C[C@H](C4)C5)no2)cc1	8%	-1.6%

# Arranged by heavy-atom count (largest number first): some entries from above.
canonical_smiles	AID2073	HIV peptide binding
CC1(C(=O)N(CC(=O)NC2CCCC2)Cc2ccccc2)CC(=O)N=C2C=CC=CN21 (centres undefined)	17%	0.7%
O=C(Nc1nnc(-c2ccc(F)cc2)o1)c1ccc(S(=O)(=O)N2CCOCC2)cc1	13%	4.3%
CC(=O)c1ccc(OCc2cc(C(=O)N3CC4C[C@@H]5CC3C[C@H](C4)C5)no2)cc1	8%	-1.6%
Cc1cc(C)c2c(c1)c1nnc(SCCN3CCOCC3)nc1n2C	-9%	0.8%
CC(C)CNC(=S)N1CCC(C(=O)c2ccc(F)cc2)CC1	-22%	0.6%

# The list goes on:
canonical_smiles	AID2073	HIV peptide binding
Cc1ccc(C(=O)N2CCC(C)CC2)cc1S(=O)(=O)N1CCCCC1	?	-0.4%
COc1ccc(NC(=S)NC2CC3CCC2C3)c(OC)c1 (centres undefined)	-5%	-1.9%
CCOc1ccccc1Nc1cc(C)c2cccc(C)c2n1	6%	-1.8%
CCOC(=O)C1=C(C)NC(=O)NC1/C=C\c1ccccc1 (centres undefined)	-6%	3.1%
